# ELG1 DNA repair: inhibitors of ELG1-dependent DNA repair in HEK293T cells | Potency, µM (highest dose often 46.1 µM), inactives show at the highest dose activity change, negative = inhibition, actives largely listed as inhibitors | HEK293T ELG1-luciferase reporter, luminescence, 16 h; DNA damage induced by 5-fluorouridine | 2.3% of 330,000 active; also: potency is read from the fitted curve at half-maximal effect; % is scaled to controls: 0 for no effect and ±100 for the full control effect; nearly all actives have a fitted effect of over 55% in size
#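 Cells (2,000 per well) received 5-fluorouridine plus test compound or DMSO and were incubated 16 hr at 37 °C, 5% CO2. Luciferase activity was read by luminescence 30 min after ONE-Glo addition; signal suppression marked inhibition of damage-induced ELG1 function.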
# A-T KAP1 phos: candidate therapy for ataxia-telangiectasia; Potency, µM (doses to about 57.5 µM), for the others: at the top dose activation, usual class: activators; 0.19% of 320,000 active; […] A-T fibroblasts, KAP-1 phosphorylation AlphaLISA; neocarzinostatin DNA damage 30 min before lysis; AID 485349; also: potency is read from the fitted curve at half-maximal effect; % of control where 0% means no effect; nearly all actives have a fitted effect of over 45% in size
#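 ATM-like activity read as KAP-1 phosphorylation via AlphaLISA donor/acceptor antibody pairs after lysis and 6 hr at 25C. Cells were ATM-null patient fibroblasts ([…], hTERT), dosed 60 min, then exposed to the DSB inducer NCS for 30 min.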
# B2AR arrestin: recruits beta-arrestin to the human beta2-adrenergic receptor; P07550; beta-arrestin recruitment to beta2AR, cell-based reporter; Potency, µM (doses to about 46.1 µM), inactives show at the top dose activation, usual class: activators; 0.02% of 330,000 active;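 also: potency is read from the fitted curve at half-maximal effect; 0% = DMSO controls and full agonism = EC100 isoproterenol or metaproterenol; nearly all actives have a fitted effect of over 65% in size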
# Target sequence (P07550 whole entry, looked up): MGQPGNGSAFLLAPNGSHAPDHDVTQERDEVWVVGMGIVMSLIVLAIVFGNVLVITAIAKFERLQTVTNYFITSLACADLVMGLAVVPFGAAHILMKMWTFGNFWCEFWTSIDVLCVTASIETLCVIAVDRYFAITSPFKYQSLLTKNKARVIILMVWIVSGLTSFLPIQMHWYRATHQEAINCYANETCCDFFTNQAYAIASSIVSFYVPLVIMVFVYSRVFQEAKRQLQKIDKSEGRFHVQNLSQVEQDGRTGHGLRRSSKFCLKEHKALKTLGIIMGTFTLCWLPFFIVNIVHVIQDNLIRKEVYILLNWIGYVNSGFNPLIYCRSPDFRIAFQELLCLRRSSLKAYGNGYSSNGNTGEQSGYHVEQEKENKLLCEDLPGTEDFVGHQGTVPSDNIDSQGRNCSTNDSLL
# MLL CXXC-DNA inh: blocks binding of human MLL CXXC domain to DNA. MLL-CXXC / FITC-HOXA9 DNA fluorescence polarization. Q03164. 0.037% of 290,000 active. Potency, µM (titrated, usually from 115 µM), without a hit: at the top dose activity change, negative = inhibition, most hits filed as inhibitors; active = well fitted inhibition curve with a large enough effect in the polarisation, with a control signal flat, not every such curve was filed as active; inconclusive = small, poorly fitted or top-dose-only effect, or effect the other way, or a change in a side signal; inactive = no such curve, though single readings can be large or run the other way; the % refers to the polarisation; also: potency is read from the fitted curve at half-maximal effect
#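 Fluorescence polarization: 7 uM MLL-CXXC (stock) preincubated 5 min with compounds, then 50 nM fluorescein-HOX-A9 DNA (stock) added; 30 min ambient. Buffer 50 mM Tris-HCl pH 7.5, 50 mM NaCl, 1 mM DTT, 0.05% BSA.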
# TSG101-PTAP inh: blocks PTAP/TSG101 interaction to inhibit HIV-1 budding; Q99816; Fluorescence polarization, FITC-PTAP peptide / Tsg101 binding; Potency, µM (titrated, usually from 115 µM), for inactives: at the top dose activity change, negative = inhibition, actives largely listed as inhibitors; 340,000 tested, under 10 active; AID 493005; active = well fitted inhibition curve with a large enough effect in the main read-out, with a control signal flat, not every such curve was filed as active; inconclusive = small, poorly fitted or top-dose-only effect, or effect the other way, or a change in a side signal; inactive = no such curve, though single readings can be large or run the other way; also: potency is read from the fitted curve at half-maximal effect; % of control where 0% means no effect
# Target sequence (Q99816 whole entry, looked up): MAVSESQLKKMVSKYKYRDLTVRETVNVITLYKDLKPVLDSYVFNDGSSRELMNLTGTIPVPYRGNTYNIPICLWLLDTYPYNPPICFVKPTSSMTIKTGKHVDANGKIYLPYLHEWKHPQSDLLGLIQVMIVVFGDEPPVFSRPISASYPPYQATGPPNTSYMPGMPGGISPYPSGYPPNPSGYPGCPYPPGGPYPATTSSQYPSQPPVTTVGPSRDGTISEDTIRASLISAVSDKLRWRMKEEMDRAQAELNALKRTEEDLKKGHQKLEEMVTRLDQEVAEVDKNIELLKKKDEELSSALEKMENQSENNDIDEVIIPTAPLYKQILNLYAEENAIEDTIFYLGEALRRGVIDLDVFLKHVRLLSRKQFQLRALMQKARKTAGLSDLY
#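 Steps: Tsg101 binding domain dispensed (10 uM final), compounds pinned in DMSO, FITC-labeled PTAP-motif peptide added (50 nM final); after 20 min binding at room temperature, polarization measured.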
# Integrin act MD: integrin-mediated muscular dystrophy alleviation activation; alpha7betagal myoblasts, beta-gal FDG fluorescence, 48 h; Potency, µM (top dose mostly 38.3 µM), inactives show at the highest dose activation, hits mostly activators; 0.064% of 350,000 active; AID 624291;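 also: potency is read from the fitted curve at half-maximal effect; 100% = response of the positive control SU9516; nearly all actives have a fitted effect of over 60% in size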
#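 alpha7betagal+/- myoblasts (passage 13, 250/well) treated 48 h at 37C with compounds at 1:260 dilution of DMSO stock. Lysed, then beta-galactosidase activity read as FDG fluorescence (ex 480/em 540) after 30 min, with pre-read for autofluorescence.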
# TRPV1 agonist: activates the human vanilloid receptor TRPV1; TRPV1-expressing cells, Fluo-8 calcium influx, agonist mode; activation, % at 8.33 µM; 0.19% of 320,000 active; Q8NER1; in the data active = activation above about 80%; inconclusive = between about 30% and that limit; also: 0% is about no effect
#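 Cells expressing TRPV1 were dye-loaded with Fluo-8 and read kinetically: 10 s baseline, 3 min after compound (agonist portion), then 2 min after EC20 capsaicin (allosteric enhancer portion). Calcium-bound dye fluorescence at 480/520 nm.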
# TCR activator: activators of T cell receptors | primary human leukocytes, anti-CD3, IL-2 HTRF, 48 h | AID 504894 | Potency, µM (titrated, usually from 9.22 µM), for inactives: at the highest dose activation of IL-2 secretion, usual class: activators | 330,000 tested, under 10 active; also: % of control where 0% means no effect
#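 Compounds are tested in HTS on primary human leukocytes co-incubated with a-CD3 beads for 48 hr. IL-2 output is measured by time-resolved FRET.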
# p53 reactivation: re-activators of mutant p53; 0.063% of 320,000 active; Potency, µM (top dose mostly 92.2 µM), inactives show at the highest dose activity change, positive = activation, actives largely listed as activators; H1299 p53-A138V BP100-luciferase reporter, luminescence, 24 h; also: potency is read from the fitted curve at half-maximal effect; % of control where 0% means no effect; nearly all actives have a fitted effect of over 45% in size
#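 p53-null H1299 cells stably carrying temperature-sensitive p53-A138V and a BP100-luciferase reporter were pinned with compounds (4-point, 1:5 series) and held 24 hrs at 37 deg C. Luminescence was read 10 min after detection reagent.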
# BRCA1 expr act: BRCA1 expression activation; AID 624202; 1.1% of 380,000 active; MCF7-BRCA1-FFLuc reporter, luminescence, 48 h; response scale: scaled: vehicle 0%, 10 µM genistein 100%; Potency, µM (highest dose often 46.1 µM), without a hit: at the top dose activation, actives largely listed as activators; also: potency is read from the fitted curve at half-maximal effect; nearly all actives have a fitted effect of over 80% in size; some results filed as inactive show a strong effect at the top dose
#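 MCF7-BRCA1-FFLuc cells, 2000/well in phenol-red-free MEM, attached 2 h then treated 48 h at 37 C. Luciferase luminescence read 15 min after reagent; normalized to genistein maximum activation (10microM) and DMSO, concentration-response fitted.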
# Active calls of the source: *; ? = inconclusive; . = not tested or not shown; [ ] = remark or other dose. Unless noted, calls follow the shape of the dose curve; as a rule, active = well fitted curve in the direction sought with a large enough effect; inconclusive = small, poorly fitted or top-dose-only effect, or another doubt; inactive = no such curve, though single readings can be large; an effect the other way counts as inactive or inconclusive. Not all compounds are listed (hit frequency here may not be typical).
# Screens in order – ELG1 DNA repair	A-T KAP1 phos	B2AR arrestin	MLL CXXC-DNA inh	TSG101-PTAP inh	Integrin act MD	TRPV1 agonist	TCR activator	p53 reactivation	BRCA1 expr act
- CCCCNC(=O)c1c(N)n(CCCOC)c2nc3ccccc3nc12
→ ?	?	-0.5%	-4%	-10%	-23%	?	1%	-5%	-49%
- CN1CCN(c2nc(N(C)C)oc(=O)c2C#N)CC1
→ -1%	11%	-0.3%	-1%	-2%	-2%	-2	0%	-4%	1%
- CC(C)OP(=O)(c1ccc(N(C)C)cc1)C(O)c1ccc(Br)cc1 (stereo unspecified)
→ ?	-9%	0.1%	4%	-2%	-17%	-2	-3%	?	-8%
- CCOc1ccc(NC(=O)C(=S)NC2CCCCC2)cc1
→ ?	3%	0.3%	1%	-5%	0%	1	-5%	2%	?
- COc1ccc(C(=O)CN2CCCCC2)cc1
→ ?	-6%	0.0%	1%	-6%	13µM*	-6	1%	7%	51%
- CCC1([N+](=O)[O-])COP(=O)(NCc2cccnc2)OC1 (stereo unspecified)
→ .	.	.	.	-1%	-10%	.	1%	.	-1%
- O=C1NC(=O)C(CCc2ccncc2)(Cc2ccc(OCc3ccccc3)cc2)C(=O)N1
→ ?	-10%	-0.4%	9%	-8%	8%	1	2%	9%	0%
- CCC(=NCCOc1ccc(Cl)cc1)c1c(O)n(C)c(=O)n(C)c1=O
→ ?	5%	0.1%	-3%	-3%	-5%	9	3%	-17%	-64%
- COCCOC(=O)c1c(C)n(C)c2ccc(OC(=O)N(C)C)cc12
→ -6%	-3%	-0.5%	-3%	-8%	3%	1	.	1%	0%
- FC(F)(F)Oc1ccc(C2NCc3ccccc3-n3cccc32)cc1 (stereo unspecified)
→ -8%	?	0.1%	12%	-9%	11%	3	-2%	-2%	-12%
- Cc1ccc(N2C(=O)NC(=O)/C(=C\c3ccsc3)C2=O)cc1C
→ ?	5%	-0.3%	-1%	.	.	4	-1%[46.1 µM]	-11%	.
- CC1NCCC2(O)CCCCC12 (stereo unspecified)
→ 2%	-1%	0.0%	-3%	-5%	13%	3	-4%	1%	2%
- Cc1c(C=O)c2ccccc2n1Cc1ccccc1
→ -2%	7%	-0.3%	-2%	-1%	-28%	0	.	4%	7%
- NC(CC(=O)O)C1CCCCC1 (stereo unspecified)
→ 8%	-1%	-0.2%	-4%	.	.	-4	.	0%	.
- Cc1nn(C2CCOC(C)(C)C2)c2c1C(c1ccc(OC(C)C)cc1)SCC(=O)N2 (stereo unspecified)
→ -3%	-7%	0.3%	?	-4%	-12%	5	-4%	-7%	3%
- CCN1CCN(c2ccc(N)cc2C)CC1
→ 6%	0%	-0.1%	8%	2%	0%	0	9%	1%	-6%
- O=C(O)C(F)(F)S(=O)(=O)O
→ ?	29%	-0.4%	7%	-1%	-9%	3	0%	1%	0%
- O=C1C=Cc2ccccc2C1=O
→ 19%	-10%	-0.8%	-4%	.	.	1	.	0%	.
- COc1cccc(CN2CCN(C(=O)Cc3ccccc3OC)CC2)c1
→ -5%	-2%	0.0%	-3%	-2%	-44%	0	.	.	12%
- CS(=O)(=O)N1Cc2cnnn2-c2ccccc2C1C#N (stereo unspecified)
→ .	.	.	.	-2%	5%	.	-1%	.	4%
- Fc1cccc(F)c1CN1CCN(Cc2c(F)cccc2F)CC1
→ -16%	5%	0.0%	2%	-4%	7%	-1	-2%	0%	-3%
- CNS(=O)(=O)c1ccc(N=Cc2c(O)n(-c3ccccc3)c(=O)[nH]c2=O)cc1
→ ?	0%	-0.1%	-2%	-4%	8%	2	.	-2%	30%
- c1ccc(C2c3ccccc3-n3nncc3CN2CC2CCCCC2)cc1 (stereo unspecified)
→ .	.	.	.	-1%	-7%	.	4%	.	-8%
- Cn1nnc(CC[N+](C)(C)C)n1
→ -2%	5%	-0.2%	0%	-2%	-7%	2	4%	0%	1%
- c1ccc2c(c1)CNc1ccccc1O2
→ 13%	-20%	-1.0%	-2%	1%	23%	0	5%	4%	-17%
- CCc1nc2ccc(N3CCN(C)CC3)cc2nc1CC
→ ?	5%	-1.1%	-1%	3%	10%	-2	0%	16%	5%
- COc1ccccc1Cn1c(SCC(=O)C(C)(C)C)nc2cc(C(=O)N3CCC4(CC3)OCCO4)ccc2c1=O
→ -23%	-5%	0.3%	6%	.	.	6	.	-1%	.
- CCCCCCn1c(O)c(C=NC2CCCCC2N)c(=O)[nH]c1=O (stereo unspecified)
→ -12%	9%	0.3%	-1%	2%	-7%	2	3%	-2%	0%
- Cc1ccc(CN2CCSc3ccc(C(=O)N4CCC5(CC4)OCCO5)cc32)cc1
→ 0%	11%	-1.0%	2%	-6%	14%	13	-7%	-2%	-17%
- O=C1NC(=O)N(c2cccc(Br)c2)C(=O)/C1=C/c1ccsc1
→ 24%	-3%	0.3%	6%	0%	-19%	-4	-8%	6%	-2%
- O=C(c1csc2c1CCCCC2)N1CCC2(CC1)OCCO2
→ 1%	-4%	0.3%	-2%	-1%	4%	6	0%	0%	5%
- CN1CCN(CCOC2c3ccccc3CSc3ccc(Cl)cc32)CC1 (stereo unspecified)
→ -22%	-8%	-1.7%	-7%	-1%	-27%	0	-4%[46.1 µM]	-10%	-71%
- CCOP(=O)(C#CC(C)(C)C)C1(O)CCCCC1 (stereo unspecified)
→ 8%	-1%	-0.4%	3%	-9%	-26%	1	-5%	-2%	-18%
- CC(=O)C1C(N2CC2)CC2C3CCC4=CC(=O)CCC4(C)C3CCC21C (stereo unspecified)
→ .	.	.	.	-2%	-35%	.	0%	.	.
- COc1ccc(C2NCCc3[nH]cnc32)cc1 (stereo unspecified)
→ -2%	1%	-0.4%	0%	0%	11%	-2	-6%	-2%	-5%
- O=S1(=O)CCN(CCc2c[nH]c3ccccc23)CC1
→ -2%	0%	0.0%	1%	-5%	7%	1	3%	0%	0%
- O=P1(c2ccccc2)Nc2ccccc2N1c1ccccc1 (stereo unspecified)
→ .	.	.	.	-3%	-18%	.	2%	.	-1%
- COc1cccc(N2C(=O)NC(=O)/C(=C\c3ccc([N+](=O)[O-])s3)C2=O)c1
→ 17%	-5%	-0.1%	-3%	0%	0%	4	0%	3%	11%
- Cc1onc(-c2ccccc2Cl)c1C(=O)OCC(=O)c1ccc2c(c1)OCCO2
→ 13µM*	-39%[inhibitor]	0.1%	3%	0%	-44%	-2	-11%	3%	19%
- CCN(CC)C1=NC(=[N+](CC)CC)c2ccccc21
→ -11%	-2%	-0.3%	-2%	-4%	-62%[inhibitor]	5	-3%	2%	-72%
- COC(=O)C1=Nc2ccccc2/C1=C\c1c(O)n(-c2ccc(Br)cc2)c(=O)[nH]c1=O
→ -9%	6%	-1.2%	?	0%	-3%	-3	10%[46.1 µM]	-9%	.
- CC(=O)OC1N=C(c2ccccc2)c2cc(Br)ccc2N(C)C1=O (stereo unspecified)
→ 1%	-3%	-0.6%	-5%	-6%	-10%	11	-2%	2%	2%
- CC(=O)c1ccc(-c2ccccc2)cc1
→ ?	5%	-0.8%	7%	-4%	-9%	16	5%[46.1 µM]	?	.
- COc1ccccc1-n1c(/C=C/c2ccccn2)nc2ccccc2c1=O
→ ?	14%	-0.3%	7%	-3%	-27%	2	4%	-2%	-44%
- ClCCN1CCN(c2ccnc3cc(Cl)ccc23)CC1
→ 7%	1%	-0.6%	-2%	-4%	7%	-2	2%	0%	-5%
- Cc1ccc(S(=O)(=O)N2CCC(C(=O)N3CCC4(CC3)OCCO4)CC2)cc1
→ 10%	5%	-0.5%	-4%	2%	0%	-1	-28%	9%	1%
- CC(C(=O)c1ccccc1)N1C(=O)c2ccccc2C1=O (stereo unspecified)
→ 14%	.	-0.5%	5%	0%	11%	23	3%[46.1 µM]	-1%	-2%
- Cc1ccc2c(c1)C1CN(C)CCC1N2C(=O)c1cccs1 (stereo unspecified)
→ -1%	3%	-0.2%	-6%	1%	-7%	1	5%	-3%	-33%
- CC1(C)C(C(=O)NCc2ccco2)C1(C)C
→ -2%	7%	0.5%	-3%	-4%	18%	-2	-2%	-2%	11%
- CC(C)NC(=O)NC1C2CC3CC(C2)CC1C3 (stereo unspecified)
→ ?	5%	-0.4%	-4%	0%	-14%	5	1%	-2%	-14%
- NCCc1c[nH]c2ccc(F)cc12
→ 5%	-6%	-1.0%	?	.	.	-3	.	-4%	.
- CCOc1cc(CNCCc2cccc(F)c2)ccc1OC
→ -3%	4%	0.2%	-12%	-7%	-54%[inhibitor]	-2	-3%	-8%	1%
- Cc1cccc(NC2=NCCCS2)c1
→ 7%	5%	-0.3%	2%	0%	5%	-1	7%	1%	23%
- COc1ccccc1CCNC1C2CC3CC(C2)CC1C3 (stereo unspecified)
→ -10%	-3%	0.0%	-6%	-3%	-33%	0	4%[46.1 µM]	1%	8%

# Assay outcomes as filed in PubChem BioAssay.
